Assay outcomes: PubChem BioAssay, several laboratories
GPR35 arrestin U2OS: inhibition of zaprinast-stimulated GPR35 beta-arrestin translocation – imaging, U2OS, beta-arrestin-GFP, zaprinast agonist, primary screen (AID 2058). one-dose inhibition, % at 10 µM; IC50 in µM for titrated hits. U2OS GPR35 beta-arrestin-GFP translocation imaging, zaprinast antagonism; higher % means a stronger effect. 0.052% of 290,000 active;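 active means inhibition of at least 50% with at least 30 cells and total cytoplasm GFP at most 10,000,000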
NTR1 agonist: NTR1-driven beta-arrestin-GFP spot formation – imaging, U2OS cells, high content, primary screen (AID 493036) | P30989 | agonist mode | activation, % at 20 µM | 0.17% of 330,000 active;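 active means activation at or above 40% of the spot to cytoplasm intensity ratio, with at least 20 cells analyzed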;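 further: 0% = DMSO without peptide and 100% = 100 nM NTR1 peptide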
Target sequence (P30989 whole entry, looked up): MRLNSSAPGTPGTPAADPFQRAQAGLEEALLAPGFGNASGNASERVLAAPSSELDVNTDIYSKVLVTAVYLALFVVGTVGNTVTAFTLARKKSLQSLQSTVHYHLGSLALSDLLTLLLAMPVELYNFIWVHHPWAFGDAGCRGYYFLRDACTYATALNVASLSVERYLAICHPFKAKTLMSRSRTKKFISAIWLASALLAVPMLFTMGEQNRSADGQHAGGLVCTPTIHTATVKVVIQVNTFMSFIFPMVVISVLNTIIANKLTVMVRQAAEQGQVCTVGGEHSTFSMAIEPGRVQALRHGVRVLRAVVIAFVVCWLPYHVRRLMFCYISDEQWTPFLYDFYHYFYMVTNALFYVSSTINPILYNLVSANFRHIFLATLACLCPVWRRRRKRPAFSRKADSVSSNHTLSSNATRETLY
HIV fusion peptide: inhibitors of HIV fusion peptide binding, primary screen, biochemical, uHTS, fluorescence dequenching (AID 1986); cell-free peptide binding, fluorescence dequenching, 30 min; higher % means a stronger effect; inhibition, % at 20 µM; hits with a dose series show IC50 in µM; 0.3% of 290,000 active; in the data active means inhibition mostly above about 52%, no sharp cut-off; inactive means mostly below about 76%; further: some results filed as inactive read as strong as hits
GPR55 activation: GPR55 agonists via beta-arrestin recruitment, primary screen, imaging, U2OS cells, beta-arrestin-GFP redistribution (AID 1961); U2OS GPR55 beta-arrestin-GFP redistribution imaging; higher % means a stronger effect; activation, % at 10 µM; hits with a dose series show EC50 in µM; 0.048% of 290,000 active;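 active means activation above 40% with more than 50 cells counted in the well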;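 further: U2OS osteosarcoma cells stably expressing GPR55 and beta-arrestin-GFP; plate controls were DMSO negative control for no effect and LPI positive control for full effect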
NS5 inhibitors: Dengue-2 NS5 methyltransferase inhibitors, primary screen, biochemical, confirmation dose response (AID 588689) | Dengue-2 NS5 methyltransferase capping enzyme assay, biochemical; higher % means a stronger effect | inhibition, % at 25 µM, or IC50 in µM where a hit was titrated | 0.3% of 340,000 active; in the data active means a potency from the dose series
Siah-1 displacement: blockers of Siah-1 interaction with plectin peptide – biochemical, fluorescence polarization, rhodamine-plectin, uHTS, primary screen (AID 1817); displacement, % at 20 µM, or IC50 in µM where a hit was titrated; 0.02% of 290,000 active; Siah-1 / rhodamine-plectin peptide fluorescence polarization; higher % means a stronger effect;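 active means displacement of at least 50% at 20 µM, with a fluorescence ratio check between 0.3 and a set limit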;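 further: plate controls were Siah plus tracer with DMSO for no effect and tracer alone without Siah for full effect; strong numbers were not always called active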
AID2073: inhibitors of Mint1-CaV2.2 protein interaction, biochemical, HTRF (AID 2073). HTRF protein-protein interaction, Mint1-CaV2.2; higher % means a stronger effect. one-dose inhibition, % at 20 µM; IC50 in µM for titrated hits. 0.19% of 290,000 active; in the data active means inhibition mostly above about 51%, no sharp cut-off; further: some results filed as inactive read as strong as hits
GPR55 LPI antagonism: inhibition of LPI-stimulated GPR55 beta-arrestin translocation – imaging, U2OS, beta-arrestin-GFP, LPI agonist, primary screen (AID 2013). 0.13% of 290,000 active. inhibition, % at 10 µM; hits with a dose series show IC50 in µM. U2OS GPR55 beta-arrestin-GFP translocation imaging, LPI antagonism; higher % means a stronger effect;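 active means spots per cell inhibited over 60%, with over 100 cells counted and total cytoplasm intensity under 500,000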;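 further: U2OS cells stably carrying GPR55 and arrestin-GFP stimulated by 5 µM LPI near EC80; imaged beta-arrestin-GFP aggregate spots per cell after agonist stimulation; plate controls were LPI-stimulated DMSO wells for no effect and DMSO wells without LPI for full effect; some results filed as inactive read as strong as hits; confirmed hits need IC50 under 10 µM and bright autofluorescent wells are also inconclusive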
UTI89 phage lysis: inhibition of K1F phage lysis, E. coli UTI89, bacterial capsule biogenesis inhibitors, alamar blue (AID 488966); E. coli UTI89 K1F phage lysis, alamar blue, 2 h; higher % means a stronger effect; inhibition, % at 100 µM, or IC50 in µM where a hit was titrated; 0.02% of 340,000 active;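 active means phage lysis inhibition, versus mean bacterial control, above a set limit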;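 further: capsule biogenesis inhibitors block K1F phage lysis so surviving cells raise fluorescence; higher fluorescence means more inhibition of phage lysis; actives were called in the ten point dose series up to 300 µM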
NTR1 agonist cell count 20 µM: also measured in NTR1 agonist; calls as there; cell count; measured here: cell count, cytotoxicity flag
NS5 inhibitors pilot replicate: further read-out of NS5 inhibitors, marked with its call; inhibition, %; measured here: pilot screen replicate inhibition
* marks the source's active call; other numbers are inactive results; / = no result given; [ ] = dose if it differs, or a comment.

SMILES	GPR35 arrestin U2OS	NTR1 agonist	NTR1 agonist cell count 20 µM	HIV fusion peptide	GPR55 activation	NS5 inhibitors	Siah-1 displacement	AID2073	GPR55 LPI antagonism	UTI89 phage lysis	others
Oc1c(C(c2ccco2)N2CCOCC2)sc2ncnn12 (configuration not stated)	4%	0.4	95	-1.4%	-0.1%	-1%	4%	41%	3%	-0.9%
O=C(N/N=C/c1ccc(Cl)c(Cl)c1)c1ccc2nc[nH]c2c1	2%	1.5	50	0.8%	-0.2%	-5%	3%	-6%	-18%	0.1%
Cc1ccccc1C(=O)Nc1nnc(SCC(=O)NCc2ccco2)s1	-4%	1.6	53	-1.3%	-0.1%	1%	-8%	7%	-11%	1.9%[50 µM]
COc1ccc(NC(=O)C(=O)NCCN2CCN(C(=O)c3ccco3)CC2)cc1	-7%	0.1	41	0.6%	0.6%	-4%	2%	-10%	6%	0.3%
CC1CCCCN1CCCNc1ccc(C(CC(N)=O)NC(=O)Cc2cccc3ccccc23)cc1[N+](=O)[O-] (configuration not stated)	5%	-2.1	93	-1.0%	0.3%	2%	-4%	2%	7%	0.2%
COc1cc(OC)nc(NC2OC(=O)c3ccccc32)n1 (configuration not stated)	4%	-1.5	95	-1.4%	-0.1%	-5%	-4%	-2%	2%	1.0%	NS5 inhibitors pilot replicate=2.0
S=C1NCN(Cc2cccnc2)CN1	5%	-0.4	52	-2.3%	-0.2%	/	1%	-8%	0%	/
O=C(CSCCSCC(=O)c1ccco1)c1ccco1	2%	/	/	17%	-0.1%	/	-4%	-19%	-3%	/
CO/N=C/C(C#N)c1ncc(C(F)(F)F)cc1Cl (configuration not stated)	-5%	-0.9	44	1.9%	-0.1%	-10%	-5%	0%	-7%	-1.3%
COC(=O)CCCCCCCC(=O)Nc1nnc(C(F)(F)F)s1	-3%	0.5	37	-0.3%	0.2%	3%	0%	-8%	-13%	-0.8%
O=C(NCCc1ccccc1)c1ccc2[nH]c(=O)c(=O)[nH]c2c1	-8%	-0.5	46	0.7%	-0.1%	-4%	12%	11%	-8%	-0.2%
Cc1nn(Cc2ccccc2)c(C)c1NC(=O)CCCn1nc(C)c([N+](=O)[O-])c1C	0%	-0.1	42	-0.7%	0.1%	-13%	-6%	-4%	11%	0.2%[50 µM]

Four structures already listed, arranged by number of heavy atoms, largest number first:
SMILES	GPR35 arrestin U2OS	NTR1 agonist	NTR1 agonist cell count 20 µM	HIV fusion peptide	GPR55 activation	NS5 inhibitors	Siah-1 displacement	AID2073	GPR55 LPI antagonism	UTI89 phage lysis	others
CC1CCCCN1CCCNc1ccc(C(CC(N)=O)NC(=O)Cc2cccc3ccccc23)cc1[N+](=O)[O-] (configuration not stated)	5%	-2.1	93	-1.0%	0.3%	2%	-4%	2%	7%	0.2%
O=C(NCCc1ccccc1)c1ccc2[nH]c(=O)c(=O)[nH]c2c1	-8%	-0.5	46	0.7%	-0.1%	-4%	12%	11%	-8%	-0.2%
O=C(N/N=C/c1ccc(Cl)c(Cl)c1)c1ccc2nc[nH]c2c1	2%	1.5	50	0.8%	-0.2%	-5%	3%	-6%	-18%	0.1%
CO/N=C/C(C#N)c1ncc(C(F)(F)F)cc1Cl (configuration not stated)	-5%	-0.9	44	1.9%	-0.1%	-10%	-5%	0%	-7%	-1.3%

(list continues)
SMILES	GPR35 arrestin U2OS	NTR1 agonist	NTR1 agonist cell count 20 µM	HIV fusion peptide	GPR55 activation	NS5 inhibitors	Siah-1 displacement	AID2073	GPR55 LPI antagonism	UTI89 phage lysis	others
COc1cc(OC)c2c(O)c3c(c(-c4c5c(c(O)c6c(OC)cc(OC)cc46)CO[C@@H](C)[C@H]5O)c2c1)[C@H](O)[C@H](C)OC3	-3%	-0.8	101	10µM*	0.2%	13%	-14%	4.3µM*	17%	1.7%
CN1CCN(S(=O)(=O)c2ccc(-c3ccc(Cl)cc3)cc2)CC1	5%	-1.3	85	-0.8%	-0.4%	-3%	-4%	-6%	1%	-1.7%
CC(=O)Oc1ccc2c(c1)cc(C)n2C	-2%	-2.0	65	-2.5%	0.2%	7%	-1%	10%	-12%	-0.2%
CC1=C(C(=O)NCc2ccco2)C2(CCC(C)CC2)OC1=O (configuration not stated)	17%	3.0	59	3.6%	-0.1%	-6%	-5%	-7%	-3%	1.0%
Cc1ccc(C2c3c(C)nn(-c4ccc([N+](=O)[O-])cc4)c3N=C3C(=O)Nc4ccccc4N32)cc1 (configuration not stated)	2%	8.0	21	1.9%	0.1%	/	-3%	29%	-3%	/
O=S(=O)(Nc1nc2ccccc2nc1Nc1ccc2c(c1)OCCO2)c1cccs1	-2%	0.7	68	1.4%	-1.0%	3%	5%	21%	5%	0.3%
CN(C)C1=NC(=O)/C(=C\c2ccccc2)S1	-12%	1.8	83	2.7%	0.1%	2%	-2%	-11%	3%	-0.1%
COCCNC(=O)c1ccc2c(c1)nc(C)n2-c1cccc(F)c1	4%	0.8	60	0.7%	-0.3%	-3%	2%	-1%	8%	0.2%[50 µM]
O=C(c1sc2ccccc2c1Cl)N(Cc1cccs1)C1CCS(=O)(=O)C1 (configuration not stated)	4%	6.6	41	1.8%	-0.3%	5%	-3%	0%	5%	5.2%
COc1cccc(NC(=O)CCc2c(C)nc3nc(CNC(=O)c4cccc(F)c4)nn3c2C)c1	-7%	0.0	72	0.6%	-0.1%	-2%	6%	0%	14%	0.3%
COc1cccc(OC)c1OCCN(C)C	4%	-0.2	79	-3.8%	-0.1%	2%	-4%	2%	1%	-0.4%
O=C(NCc1ccco1)c1cc(-c2ccc(Cl)cc2)on1	26%	0.1	48	2.8%	-0.1%	-4%	2%	13%	26%	1.8%
CC(C)(C)CN1CCN(Cc2nc(-c3ccc(F)cc3)cs2)CC1CCO (configuration not stated)	0%	2.4	68	0.0%	0.5%	-11%	-4%	10%	31%	0.0%	NS5 inhibitors pilot replicate=-6.4
O=C(Cc1ccc(F)cc1)NCCc1ccc(F)cc1	5%	0.0	44	0.3%	-0.1%	1%	-7%	6%	3%	0.1%
CCOc1ccc(C(=O)/C=C/c2cn(CN3CCN(C)CC3)c3ccccc23)cc1	12%	49*	51*	-0.9%	0.1%	-2%	6%	0%	-8%	-0.2%
CN(C)c1ccc(/C=C(\NC(=O)c2ccccc2)C(=O)NCCCN2CCOCC2)cc1	-4%	-0.3	65	1.8%	0.2%	-12%	-2%	3%	1%	0.2%
CC(C)CNC(=O)C1CCN(CC2CCCCC2)CC1	4%	1.4	54	1.8%	-0.1%	-8%	0%	-4%	5%	0.1%	NS5 inhibitors pilot replicate=0.6
COc1ccc(OC)c(S(=O)(=O)N2CCN(C(=O)CCc3ccccc3)CC2)c1	12%	-0.3	56	0.9%	-0.1%	-5%	2%	8%	-11%	0.0%
COc1ccc(-c2nn(-c3ccccc3)cc2CN(C)CCn2ccnc2C)c(F)c1	-4%	-0.8	72	-0.3%	0.0%	-5%	0%	6%	-1%	0.4%
O=C(NCC1CCCC(CNC(=O)Nc2ccc(Cl)cn2)C1)Nc1ccc(Cl)cn1 (configuration not stated)	-15%	16	34	3.4%	-0.2%	-5%	3%	11%	8%	0.1%
COc1nn(-c2nc(-c3ccccc3)cc(C(F)(F)F)n2)cc1[N+](=O)[O-]	8%	-1.2	61	-2.9%	1.1%	-4%	6%	-1%	11%	0.7%[50 µM]
COCCCNC(=O)CN1C(=O)COc2ccc(S(=O)(=O)N3CCCCCC3)cc21	-6%	-0.5	58	-1.4%	0.2%	0%	3%	-5%	9%	0.0%
NNC(=O)Cn1cnc2ccccc21	-3%	-2.2	23	-2.8%	-0.7%	15%	-4%	0%	1%	-0.6%
O=C(CCn1c(=O)oc2ccccc21)Nc1cccc(Cl)c1	3%	-1.1	91	-3.0%	-0.1%	-6%	-7%	7%	4%	0.0%
CC(C)c1[nH]nc2c1C(Cc1ccccc1)C(C#N)=C(N)O2 (configuration not stated)	-4%	-0.2	82	1.3%	-1.0%	1%	-4%	-3%	5%	0.5%
CCCNC(=O)COC(=O)c1cccnc1Nc1ccccc1F	0%	-1.7	36	1.3%	-0.3%	-2%	-4%	4%	4%	1.5%
O=C(/C=C/c1ccccc1)NCCc1ccccc1	1%	-1.2	74	12%	0.0%	3%	6%	15%	-1%	0.7%
NS(=O)(=O)c1ccc(CCn2c(=S)[nH]c3ccccc3c2=O)cc1	-2%	0.4	65	2.4%	-0.1%	3%	5%	15%	-2%	-0.1%
Cc1ccnc(NC(=O)CCC(=O)N(CC(=O)NCc2ccc(F)cc2)CC2CCCO2)c1 (configuration not stated)	-11%	0.2	29	0.7%	-0.1%	1%	-4%	-3%	8%	0.0%
Clc1ccc(CNc2ccc3nnc(-c4ccccc4)n3n2)cc1	-19%	5.5	66	-0.9%	1.8%	2%	15%	8%	12%	-0.3%
CC(=O)c1ccc(NC(=O)COC(=O)CCC(=O)c2cccs2)cc1	-4%	/	/	-0.3%	0.9%	-12%	4%	22%	7%	2.2%[50 µM]
CCCn1c(C)cc(/C=C(\C#N)C(=O)OCC(=O)NC(=O)NC(C)(C)C)c1C	8%	0.6	49	-0.6%	0.0%	6%	2%	-5%	-8%	-0.2%
CCOC(=O)C1(CC2CCCCO2)CCN(C(=O)NCc2ccccc2)CC1 (configuration not stated)	-7%	-0.2	31	1.1%	0.0%	3%	3%	-1%	0%	-0.6%
CC(=O)Oc1ccc(C(=O)[C@H]2[C@H]3C(=O)N(c4ccc(C)cc4)C(=O)[C@H]3[C@@H]3C=CC=NN32)cc1	-10%	0.0	65	7.9%	0.1%	6%	2%	10%	10%	0.3%
CCCCCCCNC(=O)CN1N=C(c2ccc(C)cc2)CCC1=O	1%	-1.6	90	-1.8%	0.4%	-10%	4%	3%	15%	0.2%
Cc1cc(Cl)c2oc(C(=O)N(C)CCCCN3CCOCC3)c(C)c2c1	3%	4.6	44	1.0%	-0.3%	2%	-2%	-4%	0%	-1.2%
O=C(Nc1cccc(F)c1)N1CC=C(n2c(=O)[nH]c3ccccc32)CC1	14%	1.0	49	-2.4%	-0.1%	-3%	-2%	2%	3%	0.5%
CC(C)Cn1c(=S)[nH]c2ccccc2c1=O	-11%	4.4	52	-1.5%	-0.3%	-6%	-3%	-15%	5%	0.2%
CCOc1ccc(NC(=O)CN2CCN(CC(=O)Nc3ccc4c(c3)OCCO4)CC2)cc1	2%	-0.4	49	-0.2%	-0.1%	-1%	-2%	0%	-4%	-0.1%
CCOC1(c2ccccc2)OC(=O)c2ccccc21 (configuration not stated)	3%	1.5	71	-0.7%	0.4%	-2%	-3%	6%	10%	2.6%[50 µM]
COc1cc(/C=C/C(C)=O)cc(OC)c1OC	-3%	-5.8	75	-4.2%	0.0%	2%	-1%	-2%	-8%	4.2%
O=C(CCNS(=O)(=O)c1cccc2nonc12)N1CCN(c2cccc(Cl)c2)CC1	3%	-0.2	54	-6.7%	-0.2%	-3%	-5%	5%	-7%	0.6%[50 µM]
